From PubChem BioAssay
inhibitors of VEEV: inhibitors of VEEV TC-83 cytopathic effect, confirmation, Vero cells (AID 588727) | one-dose inhibition, % at 20 µM; IC50 in µM for titrated hits | 350,000 compounds, 0.13% hits | Vero cells, VEEV TC-83 cytopathic effect inhibition; higher % means a stronger effect; in the data active = a potency from the dose series; inconclusive = inhibition mostly from about 14% at the one dose, without a potency; inactive = the rest, 99 in 100 with inhibition below about 12%; note: strong numbers were not always called active
H1N1 NS1A inhibition: H1N1 influenza NS1A inhibitors, functional cell based assay (AID 504329) | NS1A functional cell-based assay, percent inhibition; higher % means a stronger effect | one-dose inhibition, % at 12.5 µM; IC50 in µM for titrated hits | 340,000 compounds, 0.3% hits; in the data active = a potency from the dose series; inconclusive = inhibition above about 27% without an active follow-up result; note: strong numbers were not always called active
M. tuberculosis: growth inhibition of non-replicating M. tuberculosis (AID 488890). Mycobacterium tuberculosis non-replicating, growth inhibition; higher % means a stronger effect. inhibition, % at 25 µM; hits with a dose series show IC50 in µM. 320,000 compounds, 0.39% hits; in the data active = a potency from the dose series; inconclusive = inhibition mostly from about 82% at the one dose, without a potency; inactive = the rest, 99 in 100 with inhibition below about 76%;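 note: plate controls were DMSO cells for no effect and high antibiotic wells for full effect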
H37Rv inhibition: M. tuberculosis growth inhibition, HTS (AID 449762); M. tuberculosis H37Rv growth inhibition, 7H9 media; higher % means a stronger effect; inhibition, % at 25 µM; hits with a dose series show IC50 in µM; 330,000 compounds, 0.59% hits; in the data active = a potency from the dose series; inconclusive = inhibition above about 70% without an active follow-up result;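 note: bacterial growth assessed after seven days of incubation; strong numbers were not always called active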
Salmonella PhoP GFP: PhoP regulon inhibitors, Salmonella typhi PhoP promoter GFP reporter, confirmatory (AID 1850); inhibition, % at 50 µM, or IC50 in µM where a hit was titrated; 310,000 compounds, 0.33% hits; Salmonella Typhi PhoP-promoter GFP reporter, fluorescence, 4 h; higher % means a stronger effect; in the data active = a potency from the dose series; inconclusive = inhibition mostly from about 25% at the one dose, without a potency; inactive = the rest, 99 in 100 with inhibition below about 19%;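 note: 0% = induced wells with vehicle and 100% = uninduced wells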
inhibitors of VEEV 10K pilot screen: second read-out of inhibitors of VEEV, no call of its own (marks repeat the call); inhibition, %; measured here: 10K pilot screen inhibition
* hit, by the source's call; i = inactive; ? = inconclusive; nt = not tested or not shown.

SMILES | inhibitors of VEEV | H1N1 NS1A inhibition | M. tuberculosis | H37Rv inhibition | Salmonella PhoP GFP | others
O=C(COc1ccc(Br)cc1Cl)NC1CCCCC1 | 1.2% | -1% | 3% | -2% | -5%
O=C(CSc1nc2ccc(Cl)cc2[nH]1)c1c[nH]c2ccccc12 | 9.1% | -7% | 20% | -1% | -11%
CCCc1cc(=O)[nH]c2nnc(SCC(=O)N3CC(C)OC(C)C3)n12 (centres undefined) | 2.6% | -7% | -7% | 7% | 2%
CCOc1ccccc1N1CCN(CC(=O)Nc2nnc(CC)s2)CC1 | 0.1% | 18% | 17% | 0% | -6%
O=C(NCc1ccco1)c1cc([N+](=O)[O-])ccc1Cl | 1.6% | 7% | 6% | -5% | 3%
COc1cc(O)c(C(CCN2CCCCC2)c2ccc(N(C)C)cc2)c(OC)c1 (centres undefined) | 0.2% | 13% | 14% | 5% | -5%
CCOc1cc(/C=N/Nc2ccc(C(=O)O)cc2)ccc1OC(=O)c1ccccc1C | 8.2% | 6% | 24% | 3% | 2%
COc1ccc(S(=O)(=O)N(Cc2nc3ccccc3c(=O)[nH]2)C2CCCC2)cc1 | i | 10% | 21% | -7% | 11%
O=C(CCn1c(=O)oc2ccccc21)Nc1cccc(Br)c1 | 7.4% | -10% | -9% | 3% | -9%
COC(=O)C1=C(C)NC(=O)CC1c1cc(Br)ccc1F (centres undefined) | i | 2% | 5% | 6% | -10%
O=C(Nc1cnc2sc3c(n2c1=O)CCCC3)c1ccc(F)cc1 | 6.9% | -7% | -8% | 1% | -12%
COc1ccc(NS(=O)(=O)c2cccc(C(=O)N3CCN(Cc4ccc5c(c4)OCO5)CC3)c2)cc1 | 6.6% | -1% | 1% | 13% | 3%

Random excerpt: three records from the list
SMILES | inhibitors of VEEV | H1N1 NS1A inhibition | M. tuberculosis | H37Rv inhibition | Salmonella PhoP GFP | others
O=C(Nc1cnc2sc3c(n2c1=O)CCCC3)c1ccc(F)cc1 | 6.9% | -7% | -8% | 1% | -12%
O=C(CCn1c(=O)oc2ccccc21)Nc1cccc(Br)c1 | 7.4% | -10% | -9% | 3% | -9%
COc1ccc(NS(=O)(=O)c2cccc(C(=O)N3CCN(Cc4ccc5c(c4)OCO5)CC3)c2)cc1 | 6.6% | -1% | 1% | 13% | 3%

Remaining list, next part:
SMILES | inhibitors of VEEV | H1N1 NS1A inhibition | M. tuberculosis | H37Rv inhibition | Salmonella PhoP GFP | others
Cc1ccc(C)c(NC(=O)COC(=O)c2ccc3c(c2)OCCO3)c1 | 0.7% | -2% | 17% | 0% | nt
O=C(CSc1nnc(CNc2ccccc2)o1)N1CCN(C(=O)c2ccco2)CC1 | 2.3% | 21% | 13% | 4% | 4%
Cc1cc(C)n(-c2nnc(C)n2/N=C/c2cc(Br)ccc2OCc2ccccc2)n1 | 7.8% | 2% | 24% | 11% | -3% | inhibitors of VEEV 10K pilot screen=3.8
O=C(Nc1ccc(S(=O)(=O)NCC2CCCO2)cc1)c1ccc(Cl)cc1[N+](=O)[O-] (centres undefined) | 3.0% | 0% | -14% | 0% | 8%
Cc1ccc2c(CC(=O)NCc3ccc4c(c3)OCO4)coc2c1 | 0.4% | 10% | 10% | 7% | -10%
Nc1ncc(CCN2CCOCC2)c(-c2ccc(F)cc2)n1 | 0.6% | 4% | -8% | -10% | 10%
O=C(NCc1ccc(F)cc1)c1cc(S(=O)(=O)N2CCCCC2)ccc1N1CCOCC1 | 0.8% | -4% | 9% | -8% | nt
O=C(O)c1ccccc1OC(C(=O)Nc1cc(Cl)cc(Cl)c1)c1ccccc1 (centres undefined) | 0.5% | 10% | 6% | 7% | 6%
Cc1ccc(/C=C(/C#N)C(=O)NC(=O)Oc2ccccc2)cc1 | i | 0% | -5% | 8% | 3%
O=C(Cn1ccn(-c2ccc(F)c(Cl)c2)c(=O)c1=O)NCCc1ccccc1 | 1.3% | 4% | -5% | -2% | -4%
O=C(CSc1nc2ccccc2s1)NNC(=S)Nc1ccccc1 | 3.8% | 2% | 52% | -1% | -7%
C(=N\Nc1nc(-c2ccccc2)cs1)/c1ccco1 | 9.6% | 1% | 72% | ? | -3%
Fc1ccccc1CSc1nnc(-c2cccs2)o1 | i | -14% | ? | -1% | 5%
Cc1ccc(-c2nn3c(C)nnc3c3ccccc23)cc1S(=O)(=O)NCc1ccccc1 | i | -2% | nt | nt | 0%
CS(=O)(=O)N1CCC(C(=O)NCc2ccncc2)CC1 | i | 2% | -5% | 1% | 5% | inhibitors of VEEV 10K pilot screen=0.6
CC(C)Nc1c(N)c(=O)oc2ccccc12 | 1.1% | -7% | -2% | 1% | -2%
Cc1nn(-c2ccc(NC(=O)c3ccncc3)cc2)c(C)c1Cl | i | -9% | 31% | 3% | 1%
C=C1C(=O)C=C2CN(C(=O)c3ccccc3)[C@@](Cc3ccc(F)cc3)(C(=O)OC)[C@@H]12 | i | -2% | ? | ? | -6% | inhibitors of VEEV 10K pilot screen=0.0
COc1ccccc1CC(=O)Nc1cccc(S(=O)(=O)N2CCOCC2)c1 | i | -1% | 12% | 3% | -4%
C=C[C@@H]1C[C@@]1(C)[C@@H](NP(=O)(c1ccccc1)c1ccccc1)c1ccccc1 | 8.2% | -23% | 6% | -2% | -4%
O=C(NC1CCCCC1)N1CCN(c2ccc([N+](=O)[O-])cc2)CC1 | 6.0% | -4% | 21% | 2% | 1%
COc1ccc(CC2S/C(=N/N=C/c3ccccc3O)NC2=O)cc1 (centres undefined) | 5.7% | 0% | ? | ? | -8%
CC1CCN(CCCNC(=O)C2CC(=O)N(C3CCCCCC3)C2)CC1 (centres undefined) | 0.2% | 12% | 5% | -1% | -8%
COc1ccccc1/C=C/C=N/NC(=O)CN1CCN(S(=O)(=O)c2ccc(C)cc2)CC1 | 1.4% | -9% | 3% | -1% | -1%
COc1cc(OC)c(N2CC34C=CC(O3)C(C(=O)O)C4C2=O)cc1Cl (centres undefined) | 0.7% | 3% | -1% | 4% | 4%
COc1ccc(CCNC(=O)C2COc3ccccc3O2)cc1OC (centres undefined) | 0.9% | 2% | nt | nt | nt
Cc1ccsc1C(=O)NCc1ccc(Cl)cc1 | i | nt | 29% | 17% | 13%
O=[N+]([O-])c1cc(S(=O)(=O)O)cc([N+](=O)[O-])c1NN(c1ccccc1)c1ccccc1 | i | 20% | 17% | -2% | -3%
O=[N+]([O-])c1ccccc1S(=O)(=O)N1CCCc2ccccc21 | i | 13% | 14% | 6% | -2%
COCc1c(C(=O)OCc2nc3ccsc3c(=O)[nH]2)oc2ccccc12 | 0.5% | -3% | -9% | -3% | nt
COCCOC(=O)c1c(C)oc2ccc(O)c(CN3CCC(C)CC3)c12 (tested in a mixture with another compound) | 0.8% | 4% | nt | nt | nt
O=[N+]([O-])c1ccc(N2N=C(c3ccco3)CC2c2ccccc2)cc1 (centres undefined) | 2.4% | 0% | 47% | 17% | -8%
O=C(Cn1c(=O)c2cccn2c2cccnc21)N1CCN(c2ccc(Cl)cc2)CC1 | 8.1% | 2% | 13% | 1% | 2%
Cc1ccc(C#CC[N+]2(C)CCCCC2)cc1 | i | nt | -8% | -7% | -4%
Cc1ccc(C(=O)NC2CCCc3ccccc32)o1 (centres undefined) | 1.5% | -3% | 31% | -19% | -7%
CCc1cc(CNC(=O)CC2C(=O)NCCN2Cc2ccc(-c3ccccc3)cc2)on1 (centres undefined) | i | 1% | 21% | 8% | 2%

Some of these compounds in order of molecular weight, descending.
SMILES | inhibitors of VEEV | H1N1 NS1A inhibition | M. tuberculosis | H37Rv inhibition | Salmonella PhoP GFP | others
COCc1c(C(=O)OCc2nc3ccsc3c(=O)[nH]2)oc2ccccc12 | 0.5% | -3% | -9% | -3% | nt
COCCOC(=O)c1c(C)oc2ccc(O)c(CN3CCC(C)CC3)c12 (tested in a mixture with another compound) | 0.8% | 4% | nt | nt | nt
Cc1ccsc1C(=O)NCc1ccc(Cl)cc1 | i | nt | 29% | 17% | 13%
Cc1ccc(C(=O)NC2CCCc3ccccc32)o1 (centres undefined) | 1.5% | -3% | 31% | -19% | -7%

Going on with the list.
SMILES | inhibitors of VEEV | H1N1 NS1A inhibition | M. tuberculosis | H37Rv inhibition | Salmonella PhoP GFP | others
Cc1ccc(CNC(=O)c2ccc(N3CCC4(CC3)CC(c3cccc(Br)c3)=NO4)c(NC(=O)c3ccccc3)c2)cc1 | 1.5% | 1% | -3% | -7% | -2%
CCOc1ccc(OCC)c(NC(=O)CCn2cccc2)c1 | i | 8% | -7% | 5% | 11%
N#CC(C#N)=c1ccc2c(c1)N1C(c3ccccc3)=CC(c3ccccc3)C3CCCCC31N=2 (centres undefined) | i | -4% | 0% | ? | 15%
CC(=O)C1=C(O)C(=O)N(Cc2cccnc2)C1c1ccc(Cl)cc1Cl (centres undefined) | i | -11% | 6% | 1% | 5%
O=C(NCc1cccc2ccccc12)Nc1ccccc1 | 1.2% | 3% | 1% | -1% | -7%
CSC1=NCCN1C(=O)c1cccs1 | 0.3% | -2% | -24% | -14% | 16%
O=C(CCS(=O)(=O)c1cccc2nonc12)N1CCOCC1 | i | 12% | 10% | 0% | 0%
COc1cccc(/C=C/C(=O)OCC(=O)Nc2nnc(-c3ccccc3)o2)c1 | 2.9% | -9% | ? | ? | -8%
Cc1nnc(C)n1/N=C/c1c(O)ccc2ccccc12 | 1.0% | -25% | 3% | 2% | -1%
O=S(=O)(Nc1nc2ccc(S(=O)(=O)N3CCCCC3)cc2s1)c1ccccc1 | i | 9% | 10% | -1% | -1%
COc1ccc2ccccc2c1/C=N/Nc1ccc(Cl)c(C(=O)O)c1 | 3.2% | 3% | nt | -11% | -3%
CC1CCN(C(=S)c2ccc(O)cc2)CC1 | 1.3% | -2% | -11% | 2% | -2% | inhibitors of VEEV 10K pilot screen=1.5
Cc1ccc(NC(=O)c2ccccc2CCc2ccccc2)c(C)c1 | 1.1% | 6% | 3% | -5% | -13%
FC(F)(F)Oc1ccccc1-c1nnc(-c2cccc(C(F)(F)F)c2)o1 | i | -25% | 3% | -5% | -2%
O=C1NC(=S)SC1=Cc1ccc(F)cc1 | 6.4% | -19% | nt | nt | nt
COc1ccccc1-n1c(SCC(=O)NCc2ccc3c(c2)OCO3)nc2cc([N+](=O)[O-])ccc21 | 7.2% | 2% | 18% | -5% | -13%
CC(=O)c1ccc(N2CCN(C(=O)CCCn3c(=O)[nH]c4ccc(Br)cc4c3=O)CC2)cc1 | 9.1% | -31% | 47% | 13% | -5%
Cc1cccc(N2C(=O)CC(N3CCN(c4ccc(Cl)cc4)CC3)C2=O)c1 (centres undefined) | 0.2% | 1% | 47% | -5% | 0%
CCc1ccc(NC(=O)COC(=O)C2(c3ccc(Cl)cc3)CCCC2)cc1 | 0.5% | 0% | -5% | -2% | 1%
c1ccc(CCNCc2ccccc2)cc1 | 0.6% | 2% | 1% | 8% | -27%
Cc1cccc(NC(=O)c2ccc(OCc3c(C)noc3C)cc2)c1C | 1.0% | 8% | 3% | -9% | nt
CC12CC3CC(C)(C1)CC(C(=O)N1CCN(C(=O)c4ccco4)CC1)(C3)C2 | 0.1% | -11% | 15% | -2% | -6%
Cc1ccc2nc(-c3ccc4c(c3)OCCO4)cn2c1 | 1.7% | -2% | 15% | 17% | 1%
Cc1ccc(S(=O)(=O)NCC(=O)NCC2CCCCC2)cc1C | 0.2% | -25% | 8% | 1% | -21%
Cc1ccnc(NC(=O)c2sc3ccccc3c2Cl)c1 | 0.8% | -4% | 2% | 0% | -7%
CCOc1cc(C)nc(N2CCC(C(=O)NC3CC3)CC2)n1 | 1.8% | 2% | nt | nt | nt
CCC(NS(=O)(=O)c1ccc(C)cc1)C(=O)N1CCOCCOCCOCCOCC1 (centres undefined) | i | 7% | -1% | -1% | 0%
C/C=C/c1ccccc1OCc1ccc(C(=O)O)o1 | 1.6% | 0% | 11% | -4% | 10%
COc1cc(OC)cc(C(=O)N/N=C(\C)CC(=O)Nc2ccccn2)c1 | 2.0% | -6% | -7% | -2% | -5%
CC(=O)C1=C(O)C(=O)N(c2ccc(C(=O)O)cc2)C1c1ccccc1 (centres undefined) | 5.4% | -47% | -1% | -3% | 4%
Cc1ccc(-c2nn3c(C)nnc3c3ccccc23)cc1S(=O)(=O)NCCO | 0.1% | 1% | -3% | 14% | 6%
CCc1n[nH]c(=S)n1/N=C/c1cc(Br)c(O)c(OC)c1 | 1.9% | -23% | -11% | -7% | 11%
O=C(NC1=NCCCCC1)c1cccc2ccccc12 | 2.0% | -1% | -19% | 2% | -6%
Cc1ccc(CN2CCCC(C(=O)c3cccc(C(F)(F)F)c3)C2)o1 (centres undefined) | 2.7% | 2% | 7% | -5% | -1%
C/C(=N\NC(=O)c1c(Cl)c(C)nn1C)c1cccc(NC(=O)c2cccc(F)c2)c1 | 9.1% | 3% | 14% | -5% | -8%
